A3A deaminase: human APOBEC3A DNA deaminase inhibition | actives 0.41% (n = 330,000) | P31941 | inhibition, % at 20 µM | recombinant A3A, FAM/TAMRA ssDNA deamination fluorescence;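 active = at least 40% inhibition at 20 µM here, with at most 30% in a related deaminase screen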;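 note: plate controls were A3A with DMSO for no effect and wells lacking A3A enzyme for full effect; some results filed as inactive read as strong as hits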
PfG6PD inh: PfG6PD (Plasmodium falciparum) enzyme inhibition. PfGluPho enzyme, NADPH resazurin-diaphorase fluorescence. inhibition, % at 20 µM. actives 0.78% (n = 350,000);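 active = inhibition reaching at least a set limit at 20 µM in the primary screen, cut at about 59% in these data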;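 note: 0% = DMSO wells with substrate and 100% = DMSO wells lacking glucose-6-phosphate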
hIAP block: human IAP inhibition; purified IAP, CDP-Star luminescence, 30 min; inhibition, % at 10 µM; actives 0.12% (n = 330,000); AID 2544;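 active = inhibition reaching a set limit with compound at 10 µM in the primary screen, cut at about 35% in these data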;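 note: plate controls were DMSO wells with enzyme for no effect and no-enzyme buffer wells for full effect; values of inactives mirror those of a sister screen read the other way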
mIAP act: increases mouse intestinal alkaline phosphatase activity | activation factor at 10 µM | muIAP, CDP-Star luminescence, 30 min; hits give high values; 1 = vehicle-only enzyme signal, 0 = enzyme-free wells | actives 0.24% (n = 330,000);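 active = activation factor of at least 2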; note: the source names both 10 and 20 µM as test concentration; values of inactives mirror those of a sister screen read the other way
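also added = chemiluminescent substrate CDP-Star | test system = mouse IAP enzyme | signal = chemiluminescence readout | compound = DMSO-dissolved test compounds | incubation = 30 min at room temperature | benchmarks = DMSO wells, no-enzyme wells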
HKDC1 inhibitor: inhibitors of human hexokinase HKDC1; Q2TB90; recombinant HKDC1, G6PDH/diaphorase resazurin coupled fluorescence; inhibition, % at 20 µM; actives 0.16% (n = 340,000);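 active = inhibition above about 35% when tested at 20 µM, limit read from the data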;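 note: plate controls were DMSO wells with enzyme for no effect and DMSO wells lacking enzyme for full effect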
Target sequence (Q2TB90 whole entry, looked up): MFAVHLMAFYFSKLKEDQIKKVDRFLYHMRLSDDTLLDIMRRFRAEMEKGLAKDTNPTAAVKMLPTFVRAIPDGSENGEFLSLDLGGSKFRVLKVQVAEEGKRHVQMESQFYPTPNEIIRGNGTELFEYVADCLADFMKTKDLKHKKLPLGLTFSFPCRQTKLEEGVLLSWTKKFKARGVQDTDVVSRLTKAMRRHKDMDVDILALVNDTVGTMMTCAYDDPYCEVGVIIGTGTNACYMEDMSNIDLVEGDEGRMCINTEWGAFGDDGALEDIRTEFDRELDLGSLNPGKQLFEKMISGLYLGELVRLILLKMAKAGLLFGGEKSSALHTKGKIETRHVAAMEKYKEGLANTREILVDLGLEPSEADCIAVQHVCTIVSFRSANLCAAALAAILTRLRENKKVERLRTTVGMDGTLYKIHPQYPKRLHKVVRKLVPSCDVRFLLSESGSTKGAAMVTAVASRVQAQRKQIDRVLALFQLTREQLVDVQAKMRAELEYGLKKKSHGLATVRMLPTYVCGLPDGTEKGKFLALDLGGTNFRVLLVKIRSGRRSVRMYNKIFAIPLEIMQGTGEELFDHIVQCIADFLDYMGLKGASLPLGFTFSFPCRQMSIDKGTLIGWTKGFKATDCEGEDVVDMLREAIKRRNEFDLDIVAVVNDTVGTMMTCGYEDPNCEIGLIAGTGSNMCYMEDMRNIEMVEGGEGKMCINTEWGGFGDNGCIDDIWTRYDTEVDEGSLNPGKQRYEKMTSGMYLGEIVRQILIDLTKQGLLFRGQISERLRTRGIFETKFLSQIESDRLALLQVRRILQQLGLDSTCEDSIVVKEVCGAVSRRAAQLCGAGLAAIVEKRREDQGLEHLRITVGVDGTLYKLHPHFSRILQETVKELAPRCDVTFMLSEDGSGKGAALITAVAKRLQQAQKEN
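Incubation: 90 min at room temperature in dark / Material: recombinant HKDC1 (HK5) hexokinase enzyme, produced in-house / Quantity: enzyme 5 µg/mL final / Compound: one dose of 20 µM, 1% DMSO / Reagent: glucose and ATP substrates / Buffer or medium: Tris pH 8.0 buffer with MgCl2, Tween-20, BSA, BME / Technique: resorufin fluorescence at 613 nm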
ATG4B inhibitor: inhibitors of human ATG4B cysteine protease; AID 504462; inhibition, % at 8.33 µM; actives 0.51% (n = 340,000); Q9Y4P1; ATG4B cleavage of LC3-PLA2, NBD-HPC fluorescence, 1 h; in the data active = inhibition above about 40%
hIAP activ: increases human intestinal alkaline phosphatase activity; AID 2524; purified human IAP, CDP-Star luminescence, 30 min; hits give high values; 1 = vehicle-only enzyme, 0 = enzyme-free background; actives 0.16% (n = 330,000); P09923; activation factor at 10 µM;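 active = activation factor of the enzyme at least 2-fold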; note: the source names both 10 and 20 µM as test concentration; values of inactives mirror those of a sister screen read the other way
mIAP inh: mouse IAP inhibition | actives 0.2% (n = 330,000) | inhibition, % at 10 µM | AID 2806 | purified mouse IAP, CDP-Star luminescence, 30 min;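 active = inhibition of at least 40% at 10 µM in the primary screen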;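 note: plate controls were DMSO with enzyme for no effect and no enzyme wells for full effect; values of inactives mirror those of a sister screen read the other way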
An asterisk follows results filed as active.

Sequence of screens: A3A deaminase | PfG6PD inh | hIAP block | mIAP act | HKDC1 inhibitor | ATG4B inhibitor | hIAP activ | mIAP inh
1) CN1c2ccccc2C(C)(C)C12CC(CCl)=NO2 (configuration not stated)
  0 | -3 | 2 | 1.1 | 3 | 8 | 0.98 | -10
2) Cc1ccccc1OCCOCCN1CCCCCC1
  -4 | -4 | -4 | 1 | -3 | 5 | 1 | 0
3) CCn1c(CC(=O)Nc2ccccc2F)nnc1SCC(=O)Nc1nnc(C)s1
  -5 | 0 | -5 | 1 | -4 | 5 | 1 | -1
4) CC1CCCC(NC(=O)COC(=O)/C=C/c2ccco2)C1C (configuration not stated)
  9 | 2 | -6 | 1 | 3 | -2 | 1.1 | -4
5) CN(CC(=O)N1CC=C(c2ccccc2)CC1)S(=O)(=O)c1ccc2c(c1)c(=O)n(C)c(=O)n2C
  -1 | 7 | 14 | 1.1 | 11 | -9 | 0.86 | -8
6) Cc1ccc(N=c2ssnc2Cl)cc1
  5 | 91* | -5 | 0.86 | -51 | -4 | 1.1 | 14
7) O=C(NC1CCCCC1)C(c1ccc(O)cc1)N(CC1CCCO1)C(=O)C1COc2ccccc2O1 (configuration not stated)
  4 | -1 | -18 | 0.98 | 0 | -14 | 1.2 | 2
8) CCN1C(=NCCCOC(C)C)N[C@@H](CCc2ccccc2)[C@H](C(=O)NCCCOC(C)C)[C@H]1C
  42* | 7 | 7 | 1.1 | -1 | -3 | 0.93 | -14
9) COc1ccc(CCNC(=O)c2cccnc2Cl)cc1OC
  -3 | 2 | -3 | 1 | 1 | 2 | 1 | -2
10) COc1cccc(N2CCN(C(=O)C3CCN(S(=O)(=O)c4ccc5c(c4)oc(=O)n5C)CC3)CC2)c1
  2 | -4 | -12 | 1 | 1 | -4 | 1.1 | -3
11) NC(=O)CC(NC(=O)c1ccc(Br)cc1)c1ccc(NCCc2ccc(F)cc2)c([N+](=O)[O-])c1 (configuration not stated)
  1 | -43 | 22 | 0.99 | -5 | 0 | 0.78 | 1
12) COCCCn1c(=O)c2sccc2n2c(CCCC(=O)NCc3cccc(OC)c3)nnc12
  0 | 1 | 5 | 0.95 | -5 | -10 | 0.95 | 5
13) Cc1ccc(C(=O)COC(=O)CN2C(=O)C3C4C=CC(C4)C3C2=O)cc1[N+](=O)[O-] (configuration not stated)
  3 | -25 | 0 | 1.1 | 1 | -1 | 1 | -6
14) CCOc1ccc(-c2cccc(NS(=O)(=O)c3cc([N+](=O)[O-])ccc3C)c2)nn1
  -3 | -6 | 3 | 0.9 | 4 | -7 | 0.97 | 10
15) CC(C)=NNc1nc2c(c(=O)n(C)c(=O)n2C)n1CCc1ccccc1
  1 | 1 | -1 | 1 | 3 | -4 | 1 | -3
16) Cc1cccc(OCCCC(=O)Nc2ccc(S(=O)(=O)Nc3ncccn3)cc2)c1C
  0 | 6 | 7 | 0.98 | -3 | -2 | 0.93 | 2
17) O=C(Nc1cccc(Oc2ccc3c(c2)C(=O)NC3=O)c1)c1ccco1
  2 | -15 | 16 | 0.82 | 17 | -8 | 0.84 | 18
18) CCOC(=O)N1CCN(CC(O)COc2cc(C)ccc2C(C)C)CC1 (configuration not stated)
  0 | 4 | -7 | 0.92 | -4 | -6 | 1.1 | 8
19) O=C(Nc1nnc(-c2ccc(F)cc2)s1)C1CCN(S(=O)(=O)c2ccc(Cl)cc2)CC1
  2 | -11 | -12 | 1 | 4 | 2 | 1.1 | -1
20) CC(=O)Nc1ccc(/C=C/c2nc3ccccc3[nH]c2=O)cc1
  -2 | 8 | -4 | 1 | 6 | -10 | 1 | -5
21) NC(=O)CC(NC(=O)Cc1cccc2ccccc12)c1ccc(N2CCC(Cc3ccccc3)CC2)c([N+](=O)[O-])c1 (configuration not stated)
  -2 | 16 | -6 | 0.9 | -1 | 0 | 1.1 | 10
22) O=C(OCC(=O)N1CCN(C(=O)c2ccco2)CC1)c1c(Cl)cccc1Cl
  -1 | 0 | 12 | 1.1 | -6 | -10 | 0.88 | -14
23) O=C(O)c1ccc(-n2nnnc2SCc2ccccc2F)cc1
  0 | -42 | -3 | 0.99 | 1 | -4 | 1 | 1
24) Cc1noc(C)c1NC(=O)Nc1ccc2c(c1)C(=O)N([C@H](C)CO)C[C@H](C)[C@@H](CN(C)S(=O)(=O)c1ccc(F)cc1)O2
  3 | -12 | -12 | 1.3 | 3 | -4 | 1.1 | -30
25) CCOC(=O)c1ccc(N=Cc2nc3ccccc3n2C)cc1
  0 | -24 | 18 | 1.1 | 10 | 11 | 0.82 | -7
26) Cc1cc(C)c2cc(CN(CCO)Cc3nnnn3Cc3ccccc3)c(=O)[nH]c2c1
  -5 | 8 | -18 | 0.93 | -2 | -3 | 1.2 | 7
27) O=C(Nc1cccc(-c2ccc(N3CCOCC3)nn2)c1)c1ccc(Cl)cc1
  -1 | 18 | 0 | 1 | 4 | 4 | 0.99 | -1
28) O=C(CSc1nc(C(F)(F)F)cc(=O)[nH]1)N1CCC(Cc2ccccc2)CC1
  -2 | -23 | 17 | 1 | 6 | 14 | 0.83 | -1
29) Cc1cc(C)n(C(=O)c2nn(C)c(C)c2[N+](=O)[O-])n1
  2 | -5 | 5 | 0.97 | 17 | 5 | 0.95 | 3
30) CC(=O)N(C(C)=O)c1cccc2c(N(C(C)=O)C(C)=O)cccc12
  0 | -7 | -3 | 1 | -7 | 2 | 1 | -4

Entries of single compounds from above. Screens in order: A3A deaminase, PfG6PD inh, hIAP block, mIAP act, HKDC1 inhibitor, ATG4B inhibitor, hIAP activ, mIAP inh
Cc1ccccc1OCCOCCN1CCCCCC1 across the screens: -4, -4, -4, 1, -3, 5, 1, 0
COc1ccc(CCNC(=O)c2cccnc2Cl)cc1OC across the screens: -3, 2, -3, 1, 1, 2, 1, -2
CN(CC(=O)N1CC=C(c2ccccc2)CC1)S(=O)(=O)c1ccc2c(c1)c(=O)n(C)c(=O)n2C across the screens: -1, 7, 14, 1.1, 11, -9, 0.86, -8
Cc1cc(C)n(C(=O)c2nn(C)c(C)c2[N+](=O)[O-])n1 across the screens: 2, -5, 5, 0.97, 17, 5, 0.95, 3
NC(=O)CC(NC(=O)Cc1cccc2ccccc12)c1ccc(N2CCC(Cc3ccccc3)CC2)c([N+](=O)[O-])c1 (configuration not stated) across the screens: -2, 16, -6, 0.9, -1, 0, 1.1, 10

Additional records follow.
Sequence of screens: A3A deaminase | PfG6PD inh | hIAP block | mIAP act | HKDC1 inhibitor | ATG4B inhibitor | hIAP activ | mIAP inh
31) CS(=O)(=O)N1CCC(C(=O)Nc2cccc(F)c2)CC1
  -3 | -4 | -14 | 1.1 | -1 | -5 | 1.1 | -5
32) CN(c1ccccc1)c1nc(N)c([N+](=O)[O-])c(N2CCCCCC2)n1
  -4 | 5 | -2 | 0.91 | -1 | -10 | 1 | 9
33) COc1ccccc1OCC(=O)Nc1cc(NC(=O)COc2ccccc2OC)cc(C(=O)O)c1
  -5 | -15 | -8 | 1 | 0 | -8 | 1.1 | -3
34) COc1ccc(NC(=O)c2ccco2)c2ccccc12
  -4 | 22 | 12 | 0.97 | 4 | 4 | 0.88 | 3
35) CC(=O)OCC(OC(C)=O)C(OC(C)=O)C(OC(C)=O)C(=O)Nc1ccccc1C (configuration not stated)
  -4 | -20 | 10 | 0.99 | -1 | 3 | 0.9 | 1
36) COc1ccc(C(=O)N=C2SC3CS(=O)(=O)CC3N2Cc2ccc(OC)c(OC)c2)cc1 (configuration not stated)
  -4 | 11 | -15 | 0.89 | 4 | -5 | 1.1 | 11
37) O=C(CCCC(=O)N1CCN(c2ccccc2F)CC1)N1CCN(c2ccccc2F)CC1
  -2 | -30 | 10 | 1.1 | -7 | -8 | 0.9 | -11
38) COc1cc(OC)cc(-c2cc3ccccc3c(=O)o2)c1
  3 | 24 | -4 | 0.94 | 2 | 7 | 1 | 6
39) CN1C(=O)/C(=C2\SC(=S)N(CCCCCC(=O)O)C2=O)c2ccccc21
  0 | -40 | 0 | 0.99 | 13 | 10 | 1 | 1
40) O=C(COC(=O)c1cc(S(=O)(=O)N2CCCCC2)ccc1N1CCOCC1)NC1CCCCC1
  -2 | -6 | -40 | 0.94 | -5 | -6 | 1.4 | 6
41) CN(C)c1nc(N)nc(/C(C#N)=C/C2CC3C=CC2C3)n1 (configuration not stated)
  -1 | -11 | 0 | 1 | 11 | 0 | 0.99 | -1
42) Cc1ccc(Nc2nc(Cl)c(C=O)s2)cc1
  3 | 15 | 10 | 0.88 | 0 | 3 | 0.9 | 12
43) CCCCOC(=O)n1c(SCC(=O)N(CC)CC)nc2ccccc21
  -2 | 12 | -13 | 1.1 | -4 | 3 | 1.1 | -11
44) COc1ccc(/C=C/C(=O)N2CCN(c3ccccn3)CC2)cc1OC
  -5 | 2 | -1 | 1.1 | -4 | 6 | 1 | -6
45) N#CCC(=O)Nc1ccc(C(=O)OCC(=O)N2CCN(C(=O)c3ccco3)CC2)cc1
  -1 | -11 | -8 | 1 | -1 | 5 | 1.1 | -2
46) CC(C)Cn1c(SCC(=O)Nc2cc(Cl)c(Cl)cc2Cl)nc(O)cc1=O
  1 | -19 | 6 | 0.88 | -1 | 11 | 0.94 | 12
47) O=C(CSc1nnc(-c2cccs2)o1)OC1CCCCC1
  -4 | -5 | -62 | 0.95 | -2 | -12 | 1.6 | 5
48) COC(=O)[C@@H](Cc1c[nH]c2ccccc12)NC(=O)CNC(=O)c1ccccc1OC
  -4 | 8 | -11 | 0.95 | -5 | -9 | 1.1 | 5
49) COc1ccc(NC(=O)Nc2ccc(C)cc2Br)c(OC)c1
  2 | -5 | 4 | 1 | -7 | -3 | 0.96 | 0
50) O=C(COC(=O)CCS(=O)(=O)c1ccccc1)Nc1ccccc1
  -4 | 10 | 7 | 0.92 | -2 | 2 | 0.93 | 8
51) CSCCC(NC(=O)c1ccc([N+](=O)[O-])cc1Cl)C(=O)OCC(=O)N1CCN(C(C)=O)CC1 (configuration not stated)
  -4 | 1 | -1 | 1 | -3 | -6 | 1 | -1
52) CC(CCc1ccccc1)NC(=O)CSc1cccc[n+]1[O-] (configuration not stated)
  2 | -1 | 3 | 1 | -2 | -13 | 0.97 | -3
53) O=C(CSc1ncc(C(F)(F)F)cc1Cl)N1CCN(S(=O)(=O)c2ccc3ccccc3c2)CC1
  0 | -6 | -3 | 0.91 | -4 | -15 | 1 | 9
54) CN(C)S(=O)(=O)c1ccc(C(=O)NCc2ccc3[nH]c4c(c3c2)CCCC4)cc1
  -1 | 25 | 0 | 0.92 | 10 | -14 | 1 | 8
55) CCCSc1nnc(-c2cccc(S(=O)(=O)N(C)C)c2)n1-c1cc(OC)ccc1OC
  -1 | 3 | -1 | 0.99 | -3 | -6 | 1 | 0
56) O=c1[nH]c(/C=C/c2ccccc2[N+](=O)[O-])nc2ccccc12
  -4 | 5 | -11 | 0.98 | -6 | 6 | 1.1 | 2
57) Fc1ccc(NCc2cn3ccccc3n2)cc1
  -3 | 26 | 1 | 0.93 | -3 | 2 | 0.99 | 7
58) Nc1nc(Sc2ncccc2[N+](=O)[O-])n[nH]1
  -2 | -8 | 9 | 1.1 | -7 | 2 | 0.91 | -7
59) Cc1ccc(-c2nc(CN3CCCCC3)cc(CN3CCCCC3)c2O)cc1
  -5 | -1 | -16 | 1 | 15 | 5 | 1.2 | -5
60) CCN1CCN(C(c2cc(OC)c(OC)c(OC)c2)c2nnnn2C(C)C)CC1 (configuration not stated)
  -3 | 14 | 1 | 1 | -4 | -3 | 0.99 | -2
